Nrf2 activator = activators of Nrf2 (ARE) signaling; AREc32 ARE-luciferase reporter (MCF7-derived line), luminescence, 24 h; Potency, µM (highest dose often 46.1 µM), without a hit: top-dose activation, usual class: activators; actives 0.31% (n = 410,000); AID 624171; also: potency is read from the fitted curve at half-maximal effect; % of control where 0% means no effect; nearly all actives have a fitted effect of over 65% in size
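Nrf2 activation is followed as ARE-luciferase induction in the AREc32 line after one day of compound treatment; luminescence is read with Steady-Glo.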
CCT chaperon mod = modulators of cytosolic chaperonin (CCT/TRiC) activity | purified chaperonin ATPase assay, HTRF ADP detection, 30 min | activity change, % (concentration not given with the values), hits read low | actives 0.3% (n = 360,000); in the data active = activity change below about -30%; also: % is scaled to controls: 0 for no effect and ±100 for the full control effect
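TRiC at 40 or 20 nM final (batch-dependent) in 30 mM Tris pH 7.4, 100 mM KCl, 5 mM MgCl2, 1 mM DTT, with compound at single 76 uM and 10 uM ATP, 30 min at 37 deg C. ADP detected by HTRF Transcreener, 665/615 ratio.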
TGFb inhibitor = inhibitors of TGF-b signaling. Potency, µM (highest dose often 46.1 µM), without a hit: at the top dose activity, negative = inhibition, usual class: inhibitors. actives 1.2% (n = 410,000). HepG2 CAGA-GFP TGF-b/SMAD3 reporter, GFP fluorescence, 18 h; TGF-beta stimulated, 500 pg/mL final; also: potency is read from the fitted curve at half-maximal effect; % is scaled to controls: 0 for no effect and ±100 for the full control effect; nearly all actives have a fitted effect of over 65% in size
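Inhibition of TGF-beta-driven CAGA-GFP reporter expression in HEPG2 cells is measured by cellular GFP fluorescence after 18 h stimulation with 500 pg/mL recombinant TGF-beta in 1% FBS medium at 37 degrees C.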
Mm-Cpn inhibitor = blocks the Methanococcus maripaludis chaperonin Mm-Cpn; purified Mm-Cpn ATPase, ADP Transcreener TR-FRET; Potency, µM (highest dose often 76.9 µM), inactives show top-dose activity, negative = inhibition, hits mostly inhibitors; actives 0.031% (n = 330,000); also: potency is read from the fitted curve at half-maximal effect; % is scaled to controls: 0 for no effect and ±100 for the full control effect; nearly all actives have a fitted effect of over 80% in size
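ATPase read-out: TR-FRET ADP immunoassay (anti-ADP Eu cryptate vs ADP-d2), ex 320 nm, em 590/665 nm; signal drops as ADP forms. Enzyme 25 nM, ATP 10 uM, 30 min at 37°C after 10 min compound preincubation.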
HepG2 viability = counter-screen for TGF-b inhibitors: cytotoxicity in HepG2 cells; actives 0.76% (n = 410,000); AID 588856; Potency, µM (doses to about 46.1 µM), without a hit: at the highest dose activity change, negative = cytotoxicity, usual class: cytotoxic; HepG2 CAGA-GFP viability, ATP luminescence, 18 h; also: potency is read from the fitted curve at half-maximal effect; some results filed as inactive show a strong effect at the top dose
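HepG2 CAGA-GFP cells (1000/well, DMEM with 1% FBS) received compound, then TGF-beta at 500 pg/mL final, and were incubated 18 hours at 37 degrees C. Viability was read by CellTiter-Glo luminescence. Media-only wells were set as complete cell-killing and DMSO as no toxicity.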
A549 viability = counter-screen for Nrf2 inhibitors: cytotoxicity in A549 cells; actives 0.16% (n = 390,000); AID 504648; Potency, µM (titrated, usually from 46 µM), for inactives: top-dose activity change, negative = cytotoxicity, usual class: inhibitors; A549 ARE-Fluc cells, CellTiter-Fluor viability, 18-24 h; also: potency is read from the fitted curve at half-maximal effect; % is scaled to controls: 0 for no effect and ±100 for the full control effect
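Cytotoxicity counterscreen: CellTiter-Fluor fluorescence was measured in A549 ARE_Fluc cells after 18-24 h of compound exposure in a concentration series. The subsequent BugLite luminescent read reports ARE-luciferase activity.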
Abeta yeast res = restores growth of yeast expressing A-beta42 peptide; yeast expressing A-beta42, growth rescue, OD600, 48 h; response scale: 0% DMSO, 100% iron-clioquinol control; Potency, µM (highest dose often 46.1 µM), without a hit: at the highest dose growth rescue, most hits filed as activators; actives 0.063% (n = 410,000); also: potency is read from the fitted curve at half-maximal effect; nearly all actives have a fitted effect of over 55% in size
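Growth rescue measured by 600 nm absorbance after 48 h yeast culture at 30 C with compound. Values normalized between DMSO and an equimolar ferric chloride plus clioquinol control.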
Nrf2 inh = inhibitors of Nrf2 signaling. A549 ARE-Fluc reporter, luciferase luminescence, 18-24 h. Potency, µM (top dose mostly 46 µM), without a hit: top-dose activity change, negative = inhibition, hits mostly inhibitors. actives 2.1% (n = 360,000); also: potency is read from the fitted curve at half-maximal effect; % is scaled to controls: 0 for no effect and ±100 for the full control effect; nearly all actives have a fitted effect of over 60% in size
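Nrf2 activity is the BugLite luminescence, read 15 min after reagent at room temperature, following CellTiter-Fluor cytotoxicity readout (30 min, 37C). Compound titrations were applied for 18-24 h to 5000 A549 ARE_Fluc cells/well in 5% FBS OPTI-MEM.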
Akt phos inh = Akt phosphorylation inhibition. Neuro2A IGF-stimulated pAkt S473 HTRF, 20 min; hits give low values. activity change, % for hits at 50 µM. actives 0.32% (n = 360,000); in the data active = activity change below about -80%; inconclusive = mostly about -51% to -80%; also: % is scaled to controls: 0 for no effect and ±100 for the full control effect
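Neuro2A cells in DMEM with 0.5% FBS, overnight at 37 deg C, given compound at single 50 µM final, then IGF (6 nM final) for 20 min at 37 deg C. Lysed; phospho-Akt Ser473 by HTRF after 24 h, 665/615 ratio.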
* marks the source's active call; other numbers are inactive results; i = inactive; ? = inconclusive; nt = not tested or not shown; & = joins results of further samples. Unless noted, calls follow the shape of the dose curve; as a rule, active = well fitted curve in the direction sought with a large enough effect; inconclusive = small, poorly fitted or top-dose-only effect, or another doubt; inactive = no such curve, though single readings can be large; an effect the other way counts as inactive or inconclusive.

cpd	SMILES	Nrf2 activator	CCT chaperon mod	TGFb inhibitor	Mm-Cpn inhibitor	HepG2 viability	A549 viability	Abeta yeast res	Nrf2 inh	Akt phos inh
1	CCN1C(=O)/C(=C\N(C)C)NC1=S	0.2%	-2.1	-7%	-3%	1%	1%	7%	10%	i
2	CN1OC(COC(=O)c2ccc(Cl)cc2Cl)CC1c1ccccc1 (centres undefined)	2.3%	0.4	-19%	1%	-8%	nt	6%	7%	i
3	N#C/C(=C\c1c(Oc2ccccc2Cl)nc2ccccn2c1=O)C(=O)NC1CCS(=O)(=O)C1 (centres undefined)	19%	-1.3	5%	-2%	-5%	7%	-4%	2%	i
4	COc1cc(C)ccc1S(=O)(=O)NC(=O)C1(C)CCN1C(=O)C1(c2ccc(Cl)cc2)CCC1 (centres undefined)	0.5%	-1.6	-6%	nt	-16%	nt	-6%	nt	i
5	O=C(/C=C/c1ccccc1[N+](=O)[O-])NCc1cccnc1	3.2%	-2.5	-12%	-6%	28%	-1%	6%	-5%	i
6	CCOC(=O)C(C)Sc1nc2c(cnn2-c2ccc(F)cc2)c(=O)[nH]1 (centres undefined)	-0.4%	1.3	0%	-1%	-2%	-7%	-14%	5%	i
7	COc1ccc(C)cc1NC(=O)CCN1CCN(c2ccccc2F)CC1	0.2%	0.1	-17%	0%	-16%	-8%	22%	-15%	i
8	Cc1cc2c(cc1S(=O)(=O)N(CCN(C)C)Cc1ccco1)OCC(=O)N2	-0.9%	nt	-24%	nt	-18%	10%	-5%	nt	nt
9	COc1ccc2c(c1)C(C)(Cc1ccc(C(=O)c3ccccc3)cc1)C(=O)N2 (centres undefined)	4.9%	-0.4	-12%	nt	-19%	nt	-1%	nt	i
10	COC(=O)CNC(=O)CCCCC(=O)NCC(=O)OC	-0.4%	-1.0	-3%	1%	11%	0%	-24%	nt	nt
11	O=C(CSc1nnc(-c2ccc(C(F)(F)F)cn2)s1)c1ccc(Cl)cc1	0.0%	0.3	13%	0%	0%	-3%	-14%	4%	i
12	Cc1cc2c(cc1C)-c1nnnn1C(C)(C)C2	-0.8%	-3.5	13%	0%	-13%	-2%	-9%	20%	i
13	Cc1c(CC(=O)NCCC(=O)O)c(=O)oc2cc3occ(-c4ccccc4)c3cc12	-0.8%	0.3	-21%	-3%	1%	-5%	3%	?	i
14	CN(Cc1ccccc1)c1nc2c(c(=O)[nH]c(=O)n2C)n1Cc1ccccc1	0.0%	1.8	16%	1%	-3%	-14%	-9%	?	i
15	CCOc1ccc2c(O)csc2c1	0.0%	-3.5	-1%	1%	0%	-4%	7%	5%	nt
16	CCOc1ccc(S(=O)(=O)NCc2cccnc2)cc1C	0.3%	1.8	5%	-1%	3%	-13%	-3%	-12%	i
17	Cc1ccc(S(=O)(=O)N(C)CC(=O)O/N=C(\N)c2ccc([N+](=O)[O-])cc2)cc1	-0.1%	-6.2	-7%	-7%	-26%	2%	-5%	-30%	i
18	Cc1cc(OC(C)C(=O)N2CCC(c3nc4ccccc4o3)CC2)ccc1Cl (centres undefined)	-0.5%	nt	-23%	nt	-37%	-24%	13%	?	nt
19	NC(=O)CC(NC(=O)Cc1ccc(Br)cc1)c1ccc(NC2CCCCCC2)c([N+](=O)[O-])c1 (centres undefined)	-0.7%	-0.8	0%	3%	-5%	?	-16%	23µM*	i
20	COc1cc(-c2coc3c(C(=O)NCc4ccncc4)cccc23)ccc1O	5.0%	-2.1	0%	nt	-22%	nt	0%	nt	i

3 entries picked at random from those above:
cpd	SMILES	Nrf2 activator	CCT chaperon mod	TGFb inhibitor	Mm-Cpn inhibitor	HepG2 viability	A549 viability	Abeta yeast res	Nrf2 inh	Akt phos inh
7	COc1ccc(C)cc1NC(=O)CCN1CCN(c2ccccc2F)CC1	0.2%	0.1	-17%	0%	-16%	-8%	22%	-15%	i
20	COc1cc(-c2coc3c(C(=O)NCc4ccncc4)cccc23)ccc1O	5.0%	-2.1	0%	nt	-22%	nt	0%	nt	i
10	COC(=O)CNC(=O)CCCCC(=O)NCC(=O)OC	-0.4%	-1.0	-3%	1%	11%	0%	-24%	nt	nt

(more compounds)
cpd	SMILES	Nrf2 activator	CCT chaperon mod	TGFb inhibitor	Mm-Cpn inhibitor	HepG2 viability	A549 viability	Abeta yeast res	Nrf2 inh	Akt phos inh
21	CCCCN(CC)CCCNC(=O)c1cn(C)c2ccc(S(=O)(=O)N(C)C3CCCCC3)cc2c1=O	-0.6%&-0.7%	-2.7	2%&-2%	1%	-49%&23%	-2%&-1%	-9%	3%&-7%	i
22	Cc1cc(C)nc(N2CCN(C(=O)c3ccc(S(=O)(=O)N4CCCCCC4)cc3)CC2)n1	-0.8%	-2.3	-2%	-1%	-21%	5%	-5%	8%	i
23	Cc1cccc(N2C(=O)C(CC(=O)Nc3ccc(F)cc3)N(C3CCCC3)C2=O)c1 (centres undefined)	-0.5%	nt	?	nt	-24%	-17%	12%	9%	nt
24	CC(=O)C1=C(c2ccc(C)cc2)N(C(C)=O)n2c(nnc2-c2ccccc2)S1	0.7%	nt	-9%	nt	-2%	0%	-3%	nt	nt
25	O=C(CSc1nc2[nH]ncc2c(=O)[nH]1)Nc1cccc([N+](=O)[O-])c1	7.0%	-2.0	4%	-2%	5%	-2%	-3%	5%	i
26	Cc1cccc(NC(=O)COc2cccc3c2CCN(C)C3=O)c1	3.5%	-0.6	0%	0%	1%	3%	0%	?	i
27	COc1ccc(Cl)cc1C(=O)NC1CC(C)(C)NC(C)(C)C1	-0.4%	1.6	8%	nt	0%	nt	-2%	nt	i
28	CN(C(=O)c1ccccc1Cl)c1ccccc1	0.3%	-0.9	-7%	-1%	13%	1%	5%	nt	nt
29	O=C1CN(C(=O)COC(=O)c2cc(S(=O)(=O)N3CCOCC3)ccc2Cl)c2ccccc2N1	0.1%	-0.7	1%	0%	1%	-5%	5%	?	i
30	O=C(Cc1ccc(Cl)cc1Cl)OCC(=O)c1ccc[nH]1	0.1%	0.3	5%	-2%	-19%	7%	15%	6%	i
31	CC(C)c1ccc(S(=O)(=O)N2CCN(CC(=O)Nc3ccc(Cl)cc3F)CC2)cc1	0.5%	-1.1	-22%	1%	-7%	2%	-8%	6%	i
32	CC(=O)C1=C(O)C(=O)N(CCCn2ccnc2)C1c1ccc(Br)cc1 (centres undefined)	0.0%	-6.5	3%	0%	-2%	0%	-12%	2%	i
33	CCOC(=O)CCn1c(=O)c2c(nc(Br)n2Cc2ccccc2)n(C)c1=O	0.2%	-0.7	16%	0%	27%	-2%	3%	4%	i
34	COc1ccccc1CNC(=O)CC(c1ccc(F)cc1)N1Cc2ccccc2C1=O (centres undefined)	-1.1%	nt	-33%	nt	-40%	3%	-5%	-9%	nt
35	O=C(c1ccccc1)N(Nc1ccccc1)c1ccccc1	-0.4%	1.0	7%	3%	4%	-3%	5%	9%	i
36	CCCCNC(=O)CCN1N=C(c2ccccc2)CCC1=O	-0.2%	1.5	3%	1%	-4%	-3%	-13%	6%	i
37	COC(=O)C1=C[C@@H](C(=O)OC)C2C3=C(C(=O)[C@]2(C)NC(=O)c2ccccc2)[C@H](C)n2c(=O)n(-c4ccccc4)c(=O)n2[C@@H]3C1 (some centres undefined)	nt	nt	-9%	nt	-11%	-1%	nt	?	nt
38	COc1ccc(S(=O)(=O)c2ccc(OC)c(OC)c2)cc1OC	0.0%	-0.6	-3%	-3%	5%	8%	0%	nt	i
39	O=c1cc(-c2ccccc2)[nH]c2ccc(F)cc12	-1.5%	-1.4	?	3%	-1%	-2%	5%	?	i
40	CCc1ccc(-c2nc3ccc(Br)cc3c(C(=O)O)c2C)s1	-0.2%&-0.9%	2.0	0%&-16%	?	-37%&-20%	-8%&-5%	-13%&-8%	4%&9%	i
41	COc1cc(CN2CCN(Cc3ccccc3C(F)(F)F)CC2)cc(OC)c1OC	-0.6%	-1.4	-18%	-1%	-6%	-6%	-26%	8%	i
42	CCOC(=O)c1cnc2c(ccc3ccccc32)c1Nc1cccc(Cl)c1	0.1%	nt	1%	nt	6%	-1%	-13%	16%	nt
43	O=C(NNC(=O)c1cccnc1)NC1CCCCC1	0.5%	-2.7	1%	4%	4%	5%	-6%	?	i
44	COc1ccc(-c2nc3cc(C)c(Br)c(C)n3c2CC(C)(C)C)cc1OC	9.5%	-2.1	?	nt	-13%	nt	?	nt	i
45	CCN1CC(CN(C)Cc2nc(-c3ccc(Cl)cc3)no2)CC1=O (centres undefined)	4.9%	1.4	?	0%	-17%	1%	9%	?	i
46	Cc1ccnc(NC(=O)c2ccc3c(c2)C(=O)N(CCC(C)C)C3=O)c1	-0.3%	-3.7	-17%	-3%	28%	1%	11%	?	i
47	CCOC(=O)CC1C(=O)NCCN1Cc1cccc(C(F)(F)F)c1 (centres undefined)	0.3%	0.0	-3%	0%	-7%	-6%	2%	-10%	i
48	C=C1CCN(C(Cc2ccccc2)C(=O)Nc2ccc(OC)cc2)S(=O)(=O)c2ccccc21 (centres undefined)	nt	nt	-7%	nt	-7%	-1%	nt	14%	nt
49	COc1cc(C)ccc1OCCCOc1cc(C)ccc1Cl	0.6%	-0.4	3%	nt	-3%	2%	10%	15%	i
50	O=C(Cn1c(COc2ccc(Cl)cc2)nc2ccccc21)NCC(F)(F)F	-0.2%	-0.7	-4%	1%	-20%	-5%	-2%	-1%	i
51	CC(=O)Nc1sc(C)c(C)c1C(=O)OCC(=O)Nc1cc(S(=O)(=O)N2CCCCC2)ccc1Cl	-0.5%	-3.4	?	-13%	-24%	9%	-5%	-4%	i
